High-throughput results from PubChem BioAssay.
mHTT CaM bind: inhibitors of human mutant huntingtin-calmodulin interaction. P42858. AlphaScreen His-mHTT/GST-CaM binding, luminescence. 190,000 compounds, 3.6% hits. inhibition, % at 15 µM. AID 1671202;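 note: 0% = both proteins with DMSO and 100% = one protein alone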
Pf apPOL inh: Pf-apPOL DNA polymerase inhibition; inhibition, % at 10 µM; Recombinant Pf-apPOL, molecular beacon fluorescence, 1.5 h; 210,000 compounds, 0.25% hits
The depositor's hits bear a star; . = not tested or not shown. Cut-off read from the data, not from the text of the source: active = inhibition above about 50%; inactive = the rest.

SMILES	mHTT CaM bind	Pf apPOL inh
CCc1cc(C2CCCN2C(=O)c2cccc(F)c2)on1 (stereo not given)	3.3	23.0
CN(Cc1ccccc1)C(=O)C(Cc1ccccc1)NS(=O)(=O)c1cccs1 (stereo not given)	2.0	-6.3
CCN(CC)S(=O)(=O)c1ccc2[nH]cc(C(=O)N3CCC4(CC3)OCCO4)c(=O)c2c1	-3.0	-0.5
COc1ccc(NC(=O)N2CCC(c3nc(C(=O)N4CCCC4)c(C)o3)CC2)c(C)c1	-3.8	3.4
COc1ccc(NC(=O)Cn2c(C)nc3ccccc3c2=O)cc1Cl	1.0	-4.3
CC(=O)N1CCN(CC(=O)N2N=C(c3ccc(C)c(C)c3)CC2c2ccccc2)CC1 (stereo not given)	46.8	3.5
Cc1ccc(CNC(=O)C2CCc3sc(C(=O)N4CCCCC4)cc3C2)o1 (stereo not given)	5.9	-6.0
CCN(C)C(=O)C(C1CCCC1)N1CCN(C(=O)c2ccccc2F)CC1 (stereo not given)	9.7	6.5
COCC(=O)N1CCCc2ccc(NC(=O)c3ccc4nsnc4c3)cc21	-0.5	-5.6
CCC(C)NC(=O)N1c2cccnc2N(C(C)C)C(=O)C1C (stereo not given)	-0.6	-10.9
CCOC(=O)NC(Nc1cccc(C)c1)(C(=O)OCC)C(F)(F)F (stereo not given)	.	-15.4
COc1ccc(Cl)cc1NC(=O)c1cc2nc(-c3ccco3)cc(C(F)(F)F)n2n1	-2.0	5.3
CCc1cccc(NC(=O)c2oc(=O)c3ccccc3c2-c2ccccc2)c1	3.0	-3.1
CCOC(=O)c1ccc2nc(C)cc(NC(=O)c3ccco3)c2c1	-2.2	5.6
Cc1ccccc1Cn1cc(SCC(=O)N2CCCC2)c2ccccc21	35.0	1.2

A different layout for four compounds above:
> CCN(CC)S(=O)(=O)c1ccc2[nH]cc(C(=O)N3CCC4(CC3)OCCO4)c(=O)c2c1
  mHTT CaM bind: -3.0
  Pf apPOL inh: -0.5
> COc1ccc(NC(=O)N2CCC(c3nc(C(=O)N4CCCC4)c(C)o3)CC2)c(C)c1
  mHTT CaM bind: -3.8
  Pf apPOL inh: 3.4
> COc1ccc(NC(=O)Cn2c(C)nc3ccccc3c2=O)cc1Cl
  mHTT CaM bind: 1.0
  Pf apPOL inh: -4.3
> CC(=O)N1CCN(CC(=O)N2N=C(c3ccc(C)c(C)c3)CC2c2ccccc2)CC1 (stereo not given)
  mHTT CaM bind: 46.8
  Pf apPOL inh: 3.5

(more compounds)
SMILES	mHTT CaM bind	Pf apPOL inh
O=C(C[n+]1cccc(C(=O)Nc2ccccc2)c1)c1ccc(-c2ccccc2)cc1	47.0	-4.0
CC(=O)OCC1=COC(OC(=O)CC(C)C)C2C1=CC(OC(=O)CC(C)C)C21CO1 (stereo not given)	.	23.0
Cc1ccccc1Oc1nc2c(c(=O)n(C)c(=O)n2C)n1C	-5.0	4.8
C=CCOC(=O)COc1ccc2c(-c3cc4cccc(OC)c4oc3=O)cc(=O)oc2c1	6.6	8.8
O=C1CCC(=O)N(c2ccccc2)N1	.	-2.2
CCCCCSc1nnc2c(n1)OC(c1cccnc1)N(C(C)=O)c1ccccc1-2 (stereo not given)	32.0	-4.0
CC(=O)NCc1cnn(-c2ccc(C(=O)Nc3ccccc3)cc2)c1	-1.5	-5.5
CCc1ccc(NC(=O)c2ccc(F)c(S(=O)(=O)NCc3ccc(F)cc3)c2)cc1	1.0	-2.4
CN(C)S(=O)(=O)c1ccc(C(=O)NC2CCCCCCC2)cc1	-2.5	-5.4
COc1ccccc1CNC(=O)Cn1cncc(C)c1=O	-10.0	-2.0
O=C1C2ON(c3ccc(Cl)cc3)C(c3ccccc3)C2C(=O)N1Cc1ccccc1 (stereo not given)	28.5	-6.4
Cc1cccc(N2CCCC2=Nc2cc(N(C)C)nc3ccccc23)c1	32.5	11.4
Cc1cccc(N2C(=O)CSC2c2cccnc2)c1 (stereo not given)	-4.0	-12.4
COc1ccc(/C=C/C(=O)Nc2ccc(NC(=O)c3cc4ccccc4o3)c(OC)c2)cc1	-0.4	-3.1
Cc1ccc(C(=O)N2CCC(CCNS(=O)(=O)c3ccc(F)c(Cl)c3)CC2)cc1	61.9*	-0.3
CCN(CC)Cc1c(O)ccc2c1OC(=Cc1ccccc1)C2=O	11.9	-8.9
CCOc1ccc(CN2C(=O)c3ccccc3C2C(=O)NC2CCCCCCC2)cc1OC (stereo not given)	12.0	-14.0
COc1ccc(NC(=O)c2cn3c(n2)CSCC3)cc1Cl	17.8	1.5
O=C(N/N=C\c1ccc([N+](=O)[O-])o1)N/N=C/c1ccc([N+](=O)[O-])o1	5.9	.
Brc1ccc2c(c1)C1CC(c3ccco3)=NN1C(c1cccs1)O2 (stereo not given)	89.0*	1.2
COc1ccc(OCc2nc(-c3cccnc3)no2)cc1	-2.3	-0.9
COc1cccc(C(=O)N2CCC(C(=O)NCCc3csc(C)n3)CC2)c1	1.5	-2.0
COc1cccc(-c2ccc3nc(C(=O)NCc4ccncc4)cn3c2)c1	52.2*	12.4
Cc1cccc2sc(OC3CCN(C(=O)Nc4ccccc4F)CC3)nc12	-12.8	-0.5
CCC1C(C#N)=C(N)OC2=C1C(=O)CC(C)(C)C2 (stereo not given)	-3.1	-0.1
COCCn1c(=N)c(C(=O)NCC2CCCO2)cc2c(=O)n3cccc(C)c3nc21 (stereo not given)	-1.0	-2.6
CN(CC(=O)Nc1cc(F)ccc1F)S(=O)(=O)c1cccs1	-5.0	0.4
CC(NC(=O)C1CCCN(c2nc3ccccc3o2)C1)c1ccccc1 (stereo not given)	25.0	-12.0
CCOC(=O)CN1CCN(c2ccc(C)c(C)c2)C(=O)C1C (stereo not given)	-0.3	-5.4
COc1cc2c(c([N+](=O)[O-])c1)NC(C(C)C)C1CC=CC21 (stereo not given)	97.0*	-5.8
COc1ccc(-c2nc(-c3cccnc3)no2)cc1F	1.3	-3.1
CCN(CC)C(C(=O)Nc1ccc2c(c1)OCO2)c1ccccc1 (stereo not given)	-1.0	-1.4
CC12CCC3C(CCC4CCCCC43C)C1Cc1sc(N)nc12 (stereo not given)	0.4	-0.2
Cc1c(C(=O)Nc2cccc(Cl)c2)oc2ccc(S(=O)(=O)N3CCCC3)cc12	15.0	-12.1
O=C(Nc1cccc(F)c1)C1CCN(C(=O)c2ccc(Cl)cc2)CC1	4.0	-2.4
CC(C)(CO)NCC(O)Cn1c2ccc(Cl)cc2c2cc(Cl)ccc21 (stereo not given)	96.7*	0.0
CCCC(=O)NC1=C(C#N)C2(CCCC2)Cc2ccccc21	-7.0	-2.2
CCCNC(=O)c1ccc(-c2csc(C)n2)cc1	-7.1	-2.9
O=C(Nc1ccc(F)cc1F)N1CCc2ccccc2C1	-2.3	26.3
Clc1ccccc1-c1nnc(-c2ccccc2)o1	-27.1	-15.9
CCOC(=O)Cc1csc(NC(=O)CN2CCc3nc(NC(=O)C4CC4)sc3C2)n1	17.4	-10.8
O=C1NC(=O)/C(=C/c2ccc(Cl)c([N+](=O)[O-])c2)S1	4.0	0.5
CSc1nc2c(c(=O)[nH]1)C(c1cccnc1)C1=C(CC(C)(C)CC1=O)N2 (stereo not given)	-6.0	-9.6
COc1ccc(Br)cc1C1SCC(=O)N1c1ccc(Br)cc1 (stereo not given)	3.0	-4.1
C=CCCC(C)(O)C#CCN1CCOCC1 (stereo not given)	3.6	-3.3
CC(=O)c1cccc(NC(=O)c2ccccc2I)c1	3.9	-18.5
Cc1[nH]nc(SCC(=O)Nc2cc(Cl)ccc2O)c1[N+](=O)[O-]	52.0*	-6.6
CC1CCCC(C)N1S(=O)(=O)c1ccc(N)cc1 (stereo not given)	0.8	-10.1
Cc1nnc(SCC(=O)Nc2ccc(OC(F)(F)Cl)cc2)s1	-13.0	3.1
COCc1nnc(NC(=O)CC(c2ccccc2)c2ccccc2)s1	-0.8	-1.6
c1ccc(-c2oncc2CN2CCN(c3ccccn3)CC2)cc1	8.4	-4.5
Cc1ccc(C2=CC(c3c(F)cccc3Cl)n3nnnc3N2)cc1 (stereo not given)	-5.0	2.0
O=C(c1cccs1)N1CCN(c2ncnc3c2nnn3-c2cccc(F)c2)CC1	-10.4	-6.7
Cc1cccc(NC(=O)c2cc3c(CO)cnc(C)c3oc2=Nc2ccc(Cl)cc2)c1	-1.0	-0.8
COc1ccc(NC(=O)C(C)(C)Oc2ccc(Cl)cc2)c(OC)c1	-10.1	-2.7
O=[N+]([O-])c1ccc(N2CCN(S(=O)(=O)c3ccc(Cl)c(Cl)c3)CC2)cc1NC1CC1	4.2	1.0
C=CCn1c(-c2ccc(Cl)cc2)csc1=Nc1c(C)n(C)n(-c2ccccc2)c1=O	66.0*	4.4
Cc1[nH]nc2c1C(c1ccccc1OCc1ccc(Cl)cc1)C(C#N)=C(N)O2 (stereo not given)	23.0	-4.5
Cc1n[nH]c(=O)nc1NCc1ccc(Cl)cc1	-1.0	-4.7
COc1ccc2oc(=O)c(C(=O)O)cc2c1	-4.0	-0.5

More structures follow.
SMILES	mHTT CaM bind	Pf apPOL inh
Cc1ccc(NC(=O)Cn2c(=O)n(C3CCCC3)c3ncccc32)cc1	0.9	-1.0
CCOC(=O)N1CCc2c(sc(NC(=O)CN(CC)CC)c2C#N)C1	.	4.7
CNC(=O)C1Cc2ccccc2N1C(=O)c1ccc(S(=O)(=O)N2CCOCC2)cc1 (stereo not given)	-2.5	-8.8
Cc1nc(NC2CCCCC2)c2oc3ccccc3c2n1	19.3	1.8
COc1cc(O)c(C(CCN2CCOCC2)c2ccc(N(C)C)cc2)c(OC)c1 (stereo not given)	58.3*	-6.6
CC1(C)CC(=O)C2=C(C1)N(c1sc3c(c1C#N)CCCC3)C(N)=C(C#N)C2c1cccnc1 (stereo not given)	18.0	-0.7
Clc1ccc(C2Cn3nc(-c4nc(-c5ccc6c(c5)OCO6)no4)cc3CO2)cc1 (stereo not given)	-0.5	-2.9
COc1ccc(C(C)NC(=O)CN(c2ccc([N+](=O)[O-])cc2)S(=O)(=O)c2ccccc2)cc1 (stereo not given)	13.1	0.9
Cc1cccc(NC(=O)N2CCCC2c2nc(-c3cccc(Cl)c3)no2)c1 (stereo not given)	-1.6	-2.9
Clc1ccc(-c2nc(-c3cccc(-c4ccn[nH]4)c3)no2)cc1	35.5	-0.2
O=C1CSC(c2ccccn2)N1c1ccc(Oc2ccccc2)cc1 (stereo not given)	1.0	1.2
CCNc1cc(C)nc(NCCNC(=O)Nc2cc(Cl)ccc2OC)n1	-11.5	-4.2
c1csc(C2=NN3C(C2)c2ccccc2OC3c2ccsc2)c1 (stereo not given)	27.0	-25.6
COc1ccc(CCNC(=O)c2ccc(Cn3c(=O)[nH]c4ccsc4c3=O)cc2)cc1OC	2.0	-6.5
CC(C)C(=O)NCCc1csc(C2CCN(C(=O)Nc3cccc(F)c3)CC2)n1	6.4	-0.7
O=C1Nc2ccccc2C1=Nc1sc2c(c1C(=O)NCCc1ccccc1)CCCC2	47.0	-4.0
COc1ccc(CCNC(=O)CCc2nc(-c3ccccc3F)no2)cc1OC	-3.0	-5.5
Cn1c(CCC(=O)NCc2ccc(C(F)(F)F)cc2)nc2ccccc2c1=O	-1.6	-5.1
COC1OC(COC(c2ccccc2)(c2ccccc2)c2ccccc2)C(O)C(O)C1O (stereo not given)	47.0	3.9
CCOc1ccc(-n2ccnc(NC(=O)c3ccc(F)cc3)c2=O)cc1	-0.6	-1.7
O=c1[nH]cnc2c1sc1nnc(-c3ccccc3)c(-c3ccccc3)c12	.	-27.7
Cc1ccc2nc(NC(=O)C3CCN(S(=O)(=O)c4cccs4)CC3)sc2c1	-2.0	-1.1
CC(C)c1ccc2c(c1)c1c3n2CCNC3CCC1 (stereo not given)	22.0	.
Cc1ccc(OCC(=O)NCCC(O)C(C)(C)C)cc1 (stereo not given)	-8.3	-13.1
O=C(Nc1ccc(OCc2ccccc2)cc1)c1ccccc1Cl	45.8	1.9
Cc1cccc(Nc2nccc(C3CCCN(C(=O)C4CCC4)C3)n2)c1 (stereo not given)	16.5	-0.6
COc1ccc(/C=C2/C=C(c3ccc(Br)cc3)OC2=O)cc1[N+](=O)[O-]	9.0	-2.3
O=C(Nc1ccc(Cl)cc1F)c1cc(S(=O)(=O)N2CCC3(CC2)OCCO3)ccc1F	2.0	-0.8
CSC1=NC(=Cc2ccccc2Cl)C(=O)N1N(C)C	.	-10.0
CCOc1cccc(CNC(=O)C2CCc3nc(N4CCCCC4)ncc3C2)c1 (stereo not given)	3.2	-4.0
Cc1ccccc1NC(=O)C1CCN(S(=O)(=O)c2ccc(Br)cc2)CC1	-0.7	1.7
Cc1ccc(C(=O)CC(=CC(=C(C#N)c2ccc([N+](=O)[O-])cc2)c2ccc(C)cc2)c2ccccc2)cc1	.	-2.0
COc1ccc2cc3cc(C(=O)NCc4cccnc4)oc3nc2c1	-6.0	-1.2
O=C(Nc1ccc2oc(-c3ccncc3)nc2c1)C(c1ccccc1)c1ccccc1	38.0	2.5
Cc1cccc(C(=O)N2CCC(c3nc(CNC(=O)C4CCC4)cs3)CC2)c1	1.9	-3.6
COc1ccc(C(C)NC(=O)C2CC2)cc1OC (stereo not given)	3.3	-3.0
CCNC(=S)NNC(=O)CN1c2ccccc2Sc2ccccc21	.	-79.0
COc1cccc(OC)c1C(=O)Oc1ccc2c(c1)OC(=Cc1ccncc1)C2=O	-1.2	-5.3
O=C(NCc1cccs1)c1coc(NC(=O)c2ccco2)n1	-2.6	1.2
Cc1cc(=O)oc2cc(OCc3ccccc3F)c(Cl)cc12	-9.0	-7.5
Cc1ccc([N+](=O)[O-])cc1S(=O)(=O)N(c1ccc(Cl)cc1)C(F)F	34.3	-6.7
COc1ccc(Cl)cc1NC(=O)c1cc(Br)ccc1OC	-3.4	-13.1
COc1ccc2c(c1)OC(=Cc1cccc([N+](=O)[O-])c1)C2=O	18.8	-2.2

An excerpt from above in order of molecular weight, ascending.
SMILES	mHTT CaM bind	Pf apPOL inh
Cc1cc(=O)oc2cc(OCc3ccccc3F)c(Cl)cc12	-9.0	-7.5
Cc1ccc([N+](=O)[O-])cc1S(=O)(=O)N(c1ccc(Cl)cc1)C(F)F	34.3	-6.7
Cc1ccccc1NC(=O)C1CCN(S(=O)(=O)c2ccc(Br)cc2)CC1	-0.7	1.7
